Bioassay records as filed in PubChem.
ALOX12 inh: ALOX12 (human) lipoxygenase inhibition. 1.1% of 580,000 active. Potency, µM (titrated, usually from 108 µM), inactives show at the highest dose activity change, negative = inhibition, most hits filed as inhibitors. AID 1671190. P18054. purified 12hLO, xylenol orange hydroperoxide absorbance; note: potency is the fitted concentration of half-maximal effect; % is set by controls: 0 for no effect and ±100 for the full control effect
Target sequence (P18054 whole entry, looked up): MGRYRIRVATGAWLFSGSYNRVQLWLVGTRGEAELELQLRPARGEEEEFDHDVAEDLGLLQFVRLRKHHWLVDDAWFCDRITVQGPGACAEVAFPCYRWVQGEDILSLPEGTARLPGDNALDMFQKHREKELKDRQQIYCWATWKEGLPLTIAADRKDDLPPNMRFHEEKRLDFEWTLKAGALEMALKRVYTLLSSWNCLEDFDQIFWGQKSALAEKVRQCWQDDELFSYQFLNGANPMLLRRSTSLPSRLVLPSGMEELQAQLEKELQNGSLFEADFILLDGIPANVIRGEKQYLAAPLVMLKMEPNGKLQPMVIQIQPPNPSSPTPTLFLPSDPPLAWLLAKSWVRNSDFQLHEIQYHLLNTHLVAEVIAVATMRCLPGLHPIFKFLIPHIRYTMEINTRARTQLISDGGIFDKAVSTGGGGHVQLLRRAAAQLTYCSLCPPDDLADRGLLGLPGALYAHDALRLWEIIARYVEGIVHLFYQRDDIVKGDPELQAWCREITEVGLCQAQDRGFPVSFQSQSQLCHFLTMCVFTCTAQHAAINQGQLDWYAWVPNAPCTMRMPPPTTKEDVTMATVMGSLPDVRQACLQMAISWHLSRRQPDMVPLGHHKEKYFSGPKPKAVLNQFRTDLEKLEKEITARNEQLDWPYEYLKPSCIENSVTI
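Purified human 12hLO at 150 nM in 25 mM Hepes, 0.01% Triton X-100, pH 7.0, preincubated 15 min at room temperature with compound. Reaction started with 40 uM arachidonic acid, 30 min at room temperature. Hydroperoxide measured by Fe-xylenol orange, 573/405 nm absorbance ratio.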
D2 agonist: agonists of human D2 dopamine receptor. P14416. HEK293 T-REx D2 cells, calcium flux agonist mode. activation, % at 2 µM. 0.53% of 340,000 active;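 active = activation over 3 SD above normal in the single-dose calcium agonist read, cut at about 30% in these data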; note: 0% is about no effect
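Tetracycline-induced HEK293 Trex cells with D2 receptor force-coupled to calcium signaling, plated overnight at 30 C and loaded with no-wash calcium dye. Calcium flux read kinetically for 180 s after compound addition; responses flag agonists.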
RGS4 inh: inhibitors of human regulator of G protein signaling 4 | 0.039% of 390,000 active | Transcreener GDP fluorescence polarization, RGS4-accelerated GTP hydrolysis | AID 504845 | Potency, µM (titrated, usually from 114 µM), for the others: top-dose activity change, negative = inhibition, hits mostly inhibitors; note: potency is the fitted concentration of half-maximal effect; % is set by controls: 0 for no effect and ±100 for the full control effect; nearly all actives have a fitted effect of over 75% in size; some results filed as inactive show a strong effect at the top dose
Target sequence (P49798 whole entry, looked up): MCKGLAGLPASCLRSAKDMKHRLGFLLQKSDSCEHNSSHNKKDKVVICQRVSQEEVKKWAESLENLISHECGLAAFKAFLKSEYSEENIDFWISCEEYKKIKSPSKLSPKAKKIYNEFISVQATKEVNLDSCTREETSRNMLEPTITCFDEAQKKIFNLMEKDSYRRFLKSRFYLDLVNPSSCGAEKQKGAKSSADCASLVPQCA
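MLSMR compounds (23 nl, pin-transferred) preincubated 10 min at room temperature with a 500nM (2x) first reagent, then RGS4 at 900nM (2x) plus Transcreener GDP mix added; fluorescence polarization (620/688 nm) read before and after 90 min at 30 °C.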
D2 antagonist: D2 dopamine receptor (human) antagonism; P14416; HEK293 TREx D2 cells, calcium flux, dopamine EC80; inhibition, % at 10 µM; 2% of 340,000 active; in the data active = inhibition above about 30%; note: 0% is about no effect
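Tetracycline-induced HEK293 TREx cells expressing D2 receptor forced-coupled to calcium signalling, loaded with no-wash calcium dye. Compounds added and calcium flux read 180 s, then dopamine added at EC80 and read a further 180 s.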
GRP78 ERSR act: inducers of ER stress response in human glioma cells | U87-MG GRP78 promoter luciferase reporter, 16 h | Potency, µM, for inactives: at the highest dose activation, most hits filed as activators | 0.02% of 420,000 active; note: potency is the fitted concentration of half-maximal effect; series mostly up to about 76 µM; % of control where 0% means no effect; nearly all actives have a fitted effect of over 35% in size
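ERSR induction read as luciferase luminescence (Bright-Glo, 10 min at room temperature) in stably transfected human U87-MG glioma cells exposed to compounds for 16 h, using GRP78 as sensor.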
Vif-A3F inh: inhibitors of Vif-A3F interaction; HeLa A3F-eYFP + Vif (tagged APOBEC3F with the HIV-1 protein that degrades it), YFP fluorescence increase; Potency, µM (series often up to 46.1 µM), without a hit: top-dose activity, negative = active; 0.2% of 390,000 active; note: potency is the fitted concentration of half-maximal effect; % of control where 0% means no effect; nearly all actives have a fitted effect of over 65% in size
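Fluorescence increase (Ex 488/Em 500-530) after overnight compound treatment at 37 deg C flags inhibition of Vif-driven A3F-eYFP loss in stable HeLa A3F-eYFP/Vif cells seeded overnight beforehand.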
LDHA inh: LDHA (human) enzyme inhibition; purified LDHA, NADH/diaphorase-resazurin fluorescence; hits give low values; activity change, % (values are at about 110 or 230 µM); 0.15% of 480,000 active; AID 1347041; in the data active = activity change below about -30%; inconclusive = mostly about -25% to -30%;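 note: plate controls were DMSO wells for no effect and wells without enzyme for full effect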
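Enzyme activity of human lactate dehydrogenase 5 (2 nM; 0.06 mM NADH, 0.2 mM pyruvate, 5 min, RT) is measured via a resazurin/diaphorase fluorescence readout of residual NADH.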
ERG-DNA inh: inhibitors of human ERG Ets domain-DNA interaction; 0.028% of 370,000 active; fluorescence polarization, His-ERG Ets domain / labelled DNA; AID 624246; P11308; Potency, µM (doses to about 76.9 µM), without a hit: top-dose FP activity, negative = inhibition, usual class: inhibitors; active = well fitted inhibition curve with a large enough effect in the polarisation, with a control signal flat; inconclusive = small, poorly fitted or top-dose-only effect, or effect the other way, or a change in a side signal; inactive = no such curve, though single readings can be large or run the other way; the % refers to the polarisation;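 note: polarization taken with two DNA probes labelled with fluorescein and Texas red; potency is the fitted concentration of half-maximal effect; % of control where 0% means no effect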
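His-tagged ERG Ets domain (1 uM in the protein solution; 300mM KCl, 50mM Tris-HCl, 1mM EDTA, 1mM DTT, pH 7.5) received compound, then a probe mix of 5 nM fluorescein-DNA and 100nM Texas-615-DNA. Fluorescence polarization was read for both dyes.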
Vif-A3G inh: inhibitors of Vif-APOBEC3G interaction | Q9HC16 | HeLa A3G-eYFP + Vif (tagged APOBEC3G with the HIV-1 protein that degrades it), YFP fluorescence, overnight | Potency, µM (highest dose often 46.1 µM), for inactives: top-dose activity, negative = active, actives largely listed as inhibitors | 0.076% of 410,000 active | AID 602310;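 note: potency is the fitted concentration of half-maximal effect; % is set by controls: 0 for no effect and ±100 for the full control effect; nearly all actives have a fitted effect of over 60% in size; hits raise eYFP signal because A3G escapes Vif-driven loss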
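Read-out is eYFP fluorescence (Ex 488/Em 500-530) from Vif-expressing HeLa A3G-eYFP cells; more signal means A3G escaped Vif-mediated degradation. Cells plated overnight, compound pinned in, incubated overnight at 37 deg C.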
Numbers without * were called inactive; i = inactive; u = inconclusive; x = no result given; & = joins results of further samples; [ ] = remark or other dose. Unless noted, calls come from the whole dose curve; as a rule, active = well fitted curve in the direction sought with a large enough effect; inconclusive = small, poorly fitted or top-dose-only effect, or another doubt; inactive = no such curve, though single readings can be large; an effect the other way counts as inactive or inconclusive.

SMILES | ALOX12 inh | D2 agonist | RGS4 inh | D2 antagonist | GRP78 ERSR act | Vif-A3F inh | LDHA inh | ERG-DNA inh | Vif-A3G inh
O=C(OCCC1Oc2cccnc2NC1=O)c1ccc(Cl)cc1 (configuration not stated) | 7% | -0.8 | 6% | -4 | -5% | -10% | -11 | -1% | -2%
C[C@H](NC(=O)N1CCn2c1nc1ccccc12)C(=O)NCc1ccc2c(c1)OCO2 | 5% | -0.4 | 9% | 5 | -1% | 1% | -5 | 9% | 0%
COc1ccc([C@H]2C[C@@H](n3cc(C4CC4)nn3)[C@H](O)CN2C(=O)C2CCCCC2)cc1 | -26% | x | x | x | -6% | 0% | -2 | x | -6%
CC1(C)CC(=O)C2=C(C1)Nc1cc3c(cc1C2c1ccc2c(c1)OCO2)OCO3 (configuration not stated) | u | -1.5 | -9% | -20 | 5% | 2% | 11 | 4% | -9%
CC1CCC2(CC1)NC(=O)N(CC(=O)NC(=O)NC1CCCC1)C2=O (configuration not stated) | 4% | 1.1 | 5% | -5 | -3% | 2% | -5 | x | -4%
COCCNC(=O)c1ccccc1NS(=O)(=O)c1ccc(Br)s1 | -8% | 0.2 | -23% | -9 | -5% | -2% | -9 | -2% | 2%
O=C(COc1ccccc1F)NNC(=O)c1cccc(-n2cccc2)c1 | x | -1.8 | -12% | 14 | -7% | 2% | -1 | 3% | 0%
C[C@H](CO)N1C[C@H](C)[C@H](CN(C)CC2CC2)Oc2ccc(NC(=O)CCN3CCOCC3)cc2C1=O | 13% | x | 0% | x | 0% | 2% | -1 | 12% | -3%
Cc1cc(C)c(NC(=O)CSc2nc(=O)n(CCN3CCOCC3)c3c2CCCC3)c(C)c1 | u | -1.4 | -6% | 19 | -6% | -6% | -4 | -8% | 2%
O=S(=O)(NCCc1ccccc1)c1cccc2cccnc12 | -6% | 0.1 | -5% | 9 | -2% | -3% | -11 | 2% | 3%
CCn1nc(CC(=O)Nc2nnc(CC(=O)N3CCOCC3)s2)c2ccccc2c1=O | 49%[activator] | x | 37% | x | 2% | -9% | -2 | 0% | -6%
CC(NCc1ccc(S(N)(=O)=O)cc1)C(=O)Nc1cc([N+](=O)[O-])ccc1Cl (configuration not stated) | 0% | 3.7 | 10% | -17 | 1% | 4% | -11 | 8% | 2%
Cc1ccnc(SCC(=O)N2CCN(c3cccc(Cl)c3)CC2)n1 | 0% | 1.9 | -9% | 14 | 0% | -1% | -10 | 3% | 0%
CCOc1ccc(N(CC)C(=O)c2cc3c(s2)-c2ccc(Cl)cc2SC3)cc1 | 34%[activator] | -1.1 | -7% | x | -1% | 4% | 2 | 5% | -6%
COc1cccc(/C=N/NC(=S)Nc2cccc(C(=O)O)c2)c1 | u | 12 | -1% | -2 | -11% | -1% | -6 | -16% | 2%
O=C(NCCc1ccc(Cl)cc1)Nc1cccc(Cl)c1 | -22% | -0.1 | 19% | -9 | -2% | -2% | -7 | -1% | -1%
COc1ccc(S(=O)(=O)NC(CC(=O)NCCc2ccc(OC)c(OC)c2)c2ccco2)cc1 (configuration not stated) | 0% | 0.1 | u | 22 | -2% | 6% | -4 | 4% | 2%
COC(=O)C1C(=O)/C(=C(/C)N2CCCC2)C(=O)CC1(C)C (configuration not stated) | u | -0.3 | -6% | 5 | -3% | -14% | -5 | -6% | 1%
COc1ccc(NC(=O)COC(=O)c2ccc(F)cc2F)cc1 | -12% | 0.4 | -10% | -3 | -3% | 0% | -1 | 3% | 0%
CN(C)/C=C(/C(=O)c1ccccc1)S(=O)(=O)c1ccc(Cl)cc1 | -1% | 0.6 | -33% | 0 | 1% | -4% | 2 | -1% | -1%
C=CCn1c(C)nnc1SCC(=O)Nc1cc(S(=O)(=O)N2CCCC2)ccc1Cl | -25% | -1.6 | -16% | -9 | -5% | 2% | -5 | -12% | 0%
CC(C)C(=O)N1CCN(c2cc(N3CCN(C)CC3)c(F)cc2[N+](=O)[O-])CC1 | 0% | 0.1 | -13% | 18 | -6% | -7% | -6 | 7% | -1%
CCOc1ccc(CCNC(=O)CN2C(=O)c3cccnc3Oc3ccc(Cl)cc32)cc1 | 10%&-24% | 1.4&-1.7 | 22%&-30% | 5 | -3%&1% | 3%&1% | -2&-4 | 5%&1% | -10%&-3%
CCOC(=O)c1ccc(NC(=O)Cn2nnc(-c3ccccc3)n2)cc1 | 0% | -0.4 | 2%[11.4 µM] | -2 | -4% | -7% | -5 | 1% | 1%
CCOc1cc(CNc2ccccc2)cc(Br)c1OCc1ccccc1F | 11% | -0.6 | -7% | 5 | 1% | 0% | -1 | 5% | -5%
CCCCNC(=O)C1CCN(S(=O)(=O)N2CCCCCC2)CC1 | 0% | 0.4 | -18% | -7 | -3% | -8% | 0 | 5% | -3%
COc1ccc(CCN2CN(S(=O)(=O)c3ccccc3)c3nc4ccccc4nc32)cc1 | -3% | -0.3 | -4% | -9 | -4% | 2% | -3 | x | 1%
CCCCC1=CC2=C(c3ccco3)C(=O)C(C)(OC(=O)c3ccc(OC)cc3)C(=O)C2=CN1Cc1ccccc1 (configuration not stated) | -26% | 0.4 | -41% | 5 | -1% | u | 13 | 14% | -4%
COCc1ccc(C(=O)N2CCCC(C(=O)c3cc(F)ccc3F)C2)s1 (configuration not stated) | -16% | -0.4 | -26% | 8 | -4% | 2% | -12 | 1% | -1%
CCC1=Nc2cc(C(=O)NCCc3ccccc3)ccc2Sc2ccc(Cl)cc21 | u | 3.6 | -6% | x | 1% | -24% | 3 | 4% | -20%
CC(C)c1cccc(C(C)C)c1NC(=O)COC(=O)c1ccc2c(c1)S(=O)(=O)c1ccccc1C2=O | -11% | 0.3 | 13% | -8 | -1% | 1% | -3 | 10% | 0%
CC(=O)c1ccc(NCC2COc3ccccc3O2)c([N+](=O)[O-])c1 (configuration not stated) | -7% | 0.5 | -6% | -2 | 6% | u | -5 | -2% | -15%
CC(C)C(=O)N1CCC1(C)C(=O)Nc1nc2ccccc2[nH]1 (configuration not stated) | 1% | x | x | x | -1% | x | 1 | x | 2%
O=C(C[n+]1ccc2ccccc2c1)Nc1cc(C(F)(F)F)ccc1Cl | u | 0.7 | -10% | 54* | -4% | u | -5 | 1% | -9%
Cc1ccc(S(=O)(=O)N2CCCCC2)cc1NC(=O)C1=NN(c2ccccc2)C(=O)CC1 | -7% | -0.3 | -6% | -6 | -3% | -7% | -2 | 7% | -2%
O=C(CSc1nc2ccccc2o1)N1CCOCC1 | i | 0.3 | 7% | -3 | 4% | 5% | 1 | -18% | -7%
CCOC(=O)C1CCN(C(=O)c2ccc3c(c2)NC(=O)/C(=C\c2cccc(C)c2)S3)CC1 | -34% | 0.2 | 21% | 17 | -3% | -3% | -4 | -12% | 2%
CCc1nnc(SCC(=O)Nc2nnc(C)s2)n1CC1CCCO1 (configuration not stated) | 0% | -0.3 | -15% | -27 | -5% | 2% | -1 | 10% | 1%
Cn1ccnc1Sc1ccc(C=O)cc1[N+](=O)[O-] | -13% | 0.8 | -1% | -5 | -2% | -11% | -2 | 3% | 2%
O=C1COCCOCCOCC(=O)NCCN1 | u | -0.5 | 12% | -8 | -2% | -1% | -3 | 3% | 1%
CCCn1nnnc1NC(=O)CSc1ccc(Cl)cc1 | 13% | 0.3 | 13% | -20 | -3% | -5% | 0 | x | 2%
COc1ccc(-c2c(C)nc(N)nc2-c2ccc(OC)cc2O)cc1 | u | -0.6 | 22% | -9 | 0% | u | 2&12 | 3% | -4%
COC(=O)c1ccc(COc2c(F)c(F)cc(F)c2F)o1 | -20% | -0.6 | 0% | 6 | 1% | -14% | 1 | -1% | -6%

This is a subset. The share of hits here may be higher or lower than overall.
